# TRPN1 ag = zebrafish TRPN1 (NompC) channel agonism | AID 1424 | actives 0.18% (n = 220,000) | activation, % at 3 µM | HEK293 zebrafish TRPN1-YFP, Fluo-8 calcium fluorescence; 100% = response to 87 µM carbachol;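 active means activation above its plate's cutoff, the mean activation of test wells on that plate plus 3 SD, cut at about 19% in these data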;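 further: 0% = DMSO alone and 100% = 87 µM carbachol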
#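 System: zebrafish TRPN1-YFP in HEK293 cells / Dosing: 3 µM single point / Timing: dye loading 1 h at 37 °C, then 30 min room temperature / Signal: Fluo-8 calcium fluorescence, excitation 470-495 nm, emission 515-575 nm / Read-out basis: percent activation from peak over basal fluorescence ratio, control-normalized / Control set: high carbachol 87 µM, low DMSO alone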
# NPY-Y1 antag = NPY-Y1 (human) receptor antagonism; P25929; HEK293-CNG Y1 cells, membrane potential fluorescence; NPY at EC95, then isoproterenol; inhibition, % at 3.6 µM; actives 1% (n = 200,000);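 active means inhibition above the campaign mean inhibition of all tested compounds plus 3 SD, cut at about 20% in these data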;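 further: 0% = DMSO wells given NPY plus isoproterenol and 100% = isoproterenol alone without NPY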
#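 Material: HEK293 cells with Y1 receptor plus CNG channel; times: compound incubation 1 h at room temperature, readout 45 min post-stimulation; signal: fluorescence, membrane potential probe; read-out basis: fluorescence ratio normalized to % inhibition between controls; benchmarks: full-block control isoproterenol-only wells, zero-block control NPY plus isoproterenol wells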
# EP2 mod = modulates human prostaglandin E2 receptor EP2 signaling | P43116 | EP2-expressing cells, cAMP HTRF FRET, PGE2 co-stimulation | induction, % at 25 µM | actives 0.83% (n = 260,000);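 active means compounds whose cAMP rise, as percent of the full-agonist control response, exceeds 60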;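 further: rat C6 glioma line stably carrying human EP2 under a CMV promoter; the protocol text gives 20 µM as final concentration; 100% = response of wells given 1 µM PGE2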
# Target sequence (P43116 whole entry, looked up): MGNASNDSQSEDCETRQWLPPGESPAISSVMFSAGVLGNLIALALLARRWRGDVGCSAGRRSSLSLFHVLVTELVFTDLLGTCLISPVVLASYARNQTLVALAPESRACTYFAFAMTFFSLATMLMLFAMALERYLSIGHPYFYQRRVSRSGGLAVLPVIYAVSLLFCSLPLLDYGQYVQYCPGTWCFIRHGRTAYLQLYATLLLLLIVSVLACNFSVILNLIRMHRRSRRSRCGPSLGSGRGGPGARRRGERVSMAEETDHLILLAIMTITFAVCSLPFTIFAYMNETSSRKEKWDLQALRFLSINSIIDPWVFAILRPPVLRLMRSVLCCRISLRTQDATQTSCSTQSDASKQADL
# CHOP inhibitor = blocks CHOP induction under ER stress. CHO-K1 CHOP-promoter luciferase, tunicamycin-induced, 15-18 h. inhibition, % at 10 µM. actives 3.8% (n = 220,000). AID 2732;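 active means compounds that reduced the stress-induced luciferase reporter signal by more than about 70% of percent inhibition, limit read from the data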;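 further: 0% = tunicamycin plus vehicle and 100% = wells without tunicamycin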
# TRPML3 ag = agonists of human TRPML3 channel | activation, % at 3 µM | actives 0.29% (n = 220,000) | HEK293 TRPML3-YFP, Fluo-8 calcium fluorescence; 100% = the carbachol control signal;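 active means activation above its plate's cutoff, the mean activation of the plate's test wells plus 3 SD, cut at about 12% in these data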;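 further: 0% = DMSO only wells and 100% = carbachol wells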
# Target sequence (Q8TDD5 whole entry, looked up): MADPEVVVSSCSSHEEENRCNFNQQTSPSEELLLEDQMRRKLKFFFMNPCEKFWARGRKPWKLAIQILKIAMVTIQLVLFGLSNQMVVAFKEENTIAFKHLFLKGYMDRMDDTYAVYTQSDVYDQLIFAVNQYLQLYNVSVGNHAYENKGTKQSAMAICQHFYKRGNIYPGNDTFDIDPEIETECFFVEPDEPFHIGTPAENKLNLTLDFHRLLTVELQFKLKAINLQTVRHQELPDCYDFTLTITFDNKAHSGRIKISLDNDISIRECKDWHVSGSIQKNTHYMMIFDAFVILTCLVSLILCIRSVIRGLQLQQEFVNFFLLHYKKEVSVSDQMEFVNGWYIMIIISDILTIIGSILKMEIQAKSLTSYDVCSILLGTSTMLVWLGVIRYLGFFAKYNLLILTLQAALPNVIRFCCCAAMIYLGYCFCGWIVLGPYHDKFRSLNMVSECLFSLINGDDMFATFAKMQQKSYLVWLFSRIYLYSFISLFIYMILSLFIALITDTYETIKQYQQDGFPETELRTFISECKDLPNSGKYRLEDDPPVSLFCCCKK
#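 Test system: TRPML3-YFP stable HEK293 cells. Doses: single point at 3 µM. Incubation: dye loading 1 h 37 °C then 30 min ambient, 125 s read. Signal: Fluo-8 calcium dye fluorescence, ex 470-495, em 515-575 nm. Measure: percent activation from peak-to-basal fluorescence ratio, scaled between DMSO and carbachol.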
# 14-3-3 Bad inh = disrupts binding of bovine 14-3-3 zeta to phospho-Bad peptide. P63103. inhibition, % at 21.7 µM. actives 0.71% (n = 220,000). AID 781. TR-FRET 14-3-3zeta/Dy647-pBad peptide displacement, 1 h;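 active means inhibition above about 70%, limit read from the data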;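 further: 0% = full 14-3-3 plus peptide FRET controls and 100% = background without 14-3-3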
# EP2 antag = EP2 receptor (human) inhibition. C6 glioma cells expressing human EP2, cAMP TR-FRET; cells stimulated with saturating PGE2. inhibition, % at 25 µM. actives 0.52% (n = 260,000). AID 1422;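 active means percent inhibition above 40 after rounding to a whole number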;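 further: rat C6 glioma host cells with rolipram phosphodiesterase inhibitor present; the protocol text gives 20 µM as final concentration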
# PPC-1+TRAIL kill = PPC-1 cancer cell killing with TRAIL present. actives 0.41% (n = 220,000). cell killing (% activity), % at 4 µM. PPC-1 cells + TRAIL, ATPLite viability luminescence. AID 1443;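 active means cell killing above 50% in the first pass at 4 µM, then a duplicate retest at 5 µM averaging 50% or more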;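 further: plate controls were cells with TRAIL plus DMSO for no effect and medium-only wells lacking cells for full effect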
# NPY1 pot ag = human NPY-Y1 potentiation or agonism, primary screen; NPY-Y1 expressing cells, potentiator/agonist activation; activation, % at 3.6 µM; actives 0.37% (n = 220,000); AID 1304; in the data active means activation above about 33%, passing the limit was not always enough;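 further: cells stimulated with NPY at EC10 then isoproterenol at EC100; 0% = low agonist plus stimulus and 100% = saturating agonist plus stimulus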
# * marks the source's active call; other numbers are inactive results; . = not tested or not shown; & = joins results of further samples; [ ] = another dose, or the depositor's remark. An excerpt, so the mix of outcomes need not match the whole.
# A first look (two entries):
SMILES,TRPN1 ag,NPY-Y1 antag,EP2 mod,CHOP inhibitor,TRPML3 ag,14-3-3 Bad inh,EP2 antag,PPC-1+TRAIL kill,NPY1 pot ag
Cc1nnc(SC(C)C(=O)Nc2ccc(S(=O)(=O)N3CCCCC3)cc2)s1 (configuration not stated),5.2,-1,20,100*,2.5,1,8,1,10
N#Cc1ccc(C(=O)OCC(=O)Nc2ccc(N3CCOCC3)cc2)cc1,1.4,-2,27,8,1.1,-11,5,-11,-10

# The list itself, previewed entries included:
SMILES,TRPN1 ag,NPY-Y1 antag,EP2 mod,CHOP inhibitor,TRPML3 ag,14-3-3 Bad inh,EP2 antag,PPC-1+TRAIL kill,NPY1 pot ag
Cc1nnc(SC(C)C(=O)Nc2ccc(S(=O)(=O)N3CCCCC3)cc2)s1 (configuration not stated),5.2,-1,20,100*,2.5,1,8,1,10
N#Cc1ccc(C(=O)OCC(=O)Nc2ccc(N3CCOCC3)cc2)cc1,1.4,-2,27,8,1.1,-11,5,-11,-10
CCN(CC)C(=O)c1cn(C)c(=O)c2cc(OC)c(OC)cc12,-0.5,6,8,22,0.8,3,5,6,3
Nc1nc(SCC(=O)Nc2cc(S(=O)(=O)N3CCOCC3)ccc2Cl)n[nH]1,1.7,3,16,12,0.0,-7,5,20,-9
Cn1cccc1C(=O)Nc1nc(-c2ccccn2)cs1,1.3,1,-8,-40,0.8,-22,11,17,-10
CC(=O)C1=C(C)Nc2ncnn2C1c1ccc(Cl)cc1Cl (configuration not stated),1.1,3,-1,-10,0.0,3,8,21,12
COC(=O)c1ccccc1NC(=O)CSc1nnc(-c2ccoc2C)n1C,-0.9,5,0&-49,-5,0.0,11,18&8,5,-23
CCCCN1C(=O)C(NC(=O)C2CC2)(C(F)(F)F)C2=C1CC(C)(C)CC2=O (configuration not stated),4.5,0,29,10,0.9,1,3,11,-2
S=C1NC(c2ccccc2)=NCN1c1ccc(Br)cc1,-0.8,2,-6,39,0.8,4,11,-9,-29
CSCCC(NC(=O)c1ccccc1Br)C(=O)Nc1ccc(C)cc1 (configuration not stated),0.2,1,6,21,-0.1,-15,6,1,13
CCOC(=O)CSc1nc(=O)n2ccc(C)cc2n1,0.8,7,29,-9,0.6,-8,4,7,-14
CCCc1nc2c(c(=O)c3ccccc3n2C)c(=O)n1-c1ccc(F)cc1,-0.8,6,28,-1,-0.3,-6[fluorescence artefact?],2,21,-15

# Four structures out of the list, ordered by length of the SMILES, smallest number first:
SMILES,TRPN1 ag,NPY-Y1 antag,EP2 mod,CHOP inhibitor,TRPML3 ag,14-3-3 Bad inh,EP2 antag,PPC-1+TRAIL kill,NPY1 pot ag
CCOC(=O)CSc1nc(=O)n2ccc(C)cc2n1,0.8,7,29,-9,0.6,-8,4,7,-14
CSCCC(NC(=O)c1ccccc1Br)C(=O)Nc1ccc(C)cc1 (configuration not stated),0.2,1,6,21,-0.1,-15,6,1,13
CCN(CC)C(=O)c1cn(C)c(=O)c2cc(OC)c(OC)cc12,-0.5,6,8,22,0.8,3,5,6,3
CCCCN1C(=O)C(NC(=O)C2CC2)(C(F)(F)F)C2=C1CC(C)(C)CC2=O (configuration not stated),4.5,0,29,10,0.9,1,3,11,-2

# Further entries follow:
SMILES,TRPN1 ag,NPY-Y1 antag,EP2 mod,CHOP inhibitor,TRPML3 ag,14-3-3 Bad inh,EP2 antag,PPC-1+TRAIL kill,NPY1 pot ag
Cc1ccccc1NC(=O)C1CCN(c2cnccn2)CC1,-0.6,-2,16&-17,3,-0.2,-2,2&15,-6,6
O=C1C(=O)N(CCO)C(c2ccccc2)/C1=C(\O)c1ccccc1 (configuration not stated),1.9,0,6,26,0.8,6,22,27,-2
C/C(=N\Nc1nc2ccccc2nc1C)c1ccccc1O,-3.7,.,-53,43,0.2,-3,14,22,-4
O=c1cc(-c2ccccc2)nc(N2CCN(Cc3ccc4c(c3)OCO4)CC2)[nH]1,0.8,0,-43,71*,1.3,-1,13,-16,9
Cc1ccccc1NS(=O)(=O)c1ccc(OCC(=O)NCc2ccccn2)cc1,0.5,7,-18,12,0.0,-3,8,7,-23
NC(=O)C1CCN(CC(=O)NC(=O)NC2CCCC2)CC1,1.1,-3,32,11,1.0,-14,6,26,5
O=C(NCc1ccncc1)c1nc(-c2ccc(C(F)(F)F)cc2)no1,6.3,1,-37,20,3.6,-4,9,17,-18
O=C(CNC(=O)c1ccco1)Nc1ccc(S(=O)(=O)N2CCCC2)cc1,-1.1,-3,0,4,0.4,-6,6,7,-9
O=C(CCCN1C(=O)c2ccccc2C1=O)Nc1cccc(S(=O)(=O)NC2=NCCC2)c1,1.7,-2,14,7,0.1,-11,1,18,-9
COc1cc(/C=N\NC(=O)C2COc3ccccc3O2)cc(OC)c1O (configuration not stated),2.6,.,-22,5,0.3,-1,8,4,4
CCN(CC)CCCNC(=O)c1cn(CC)c2ccc(S(=O)(=O)N3CCc4ccccc4C3)cc2c1=O,0.4,2,-6,12,-0.2,-1,8,7,8
CC(=O)Nc1ccc(Oc2cncc(Cl)c2)nc1,0.0,.,2,14,0.9,4,6,2,4

# Ordered by value in TRPML3 ag (low to high): seven of the compounds above.
canonical_smiles	TRPML3 ag
CCCc1nc2c(c(=O)c3ccccc3n2C)c(=O)n1-c1ccc(F)cc1	-0.3
CCN(CC)CCCNC(=O)c1cn(CC)c2ccc(S(=O)(=O)N3CCc4ccccc4C3)cc2c1=O	-0.2
Cc1ccccc1NS(=O)(=O)c1ccc(OCC(=O)NCc2ccccn2)cc1	0.0
O=C(CNC(=O)c1ccco1)Nc1ccc(S(=O)(=O)N2CCCC2)cc1	0.4
S=C1NC(c2ccccc2)=NCN1c1ccc(Br)cc1	0.8
CC(=O)Nc1ccc(Oc2cncc(Cl)c2)nc1	0.9
Cc1nnc(SC(C)C(=O)Nc2ccc(S(=O)(=O)N3CCCCC3)cc2)s1 (configuration not stated)	2.5

# (list continues)
SMILES,TRPN1 ag,NPY-Y1 antag,EP2 mod,CHOP inhibitor,TRPML3 ag,14-3-3 Bad inh,EP2 antag,PPC-1+TRAIL kill,NPY1 pot ag
Cc1cc(NC(=O)CN2CC(C)OC(C)C2)n(-c2nc3ccccc3s2)n1 (configuration not stated),-1.4,11,32,61,0.4,6,12,18,8
COc1cccc(-c2nc(Oc3cccc(C)c3C)c3ccccc3n2)c1O,-0.2,3,8,82*,0.7,0[fluorescence artefact?],10,14,-10
COc1ccc(-c2csc(Cc3nc(O)cs3)n2)cc1,-1.7,-4,-16,-2,0.0,-16,11,9,16
COc1cccc(/C=N/n2c(-c3n[nH]c4c3CCC4)n[nH]c2=S)c1OC,-1.6,.,5,-9,0.4,-3,4,-16,-19
Cc1c(Cl)c(-c2n[nH]c(=S)n2CC(C)C)nn1C,-0.2,2,35,13,-0.1,-3[fluorescence artefact?],10,5,-19
COC(=O)c1ccccc1NC(=O)C1CC(=O)N(C2CCCCC2)C1 (configuration not stated),2.3,-7,11,-3,0.7,-8,2,-15,-14
O=C1CC(c2ccncc2)c2cc3c(cc2N1)OCCO3 (configuration not stated),0.3,-2,-2,5,-0.7,-7,7,36,-25
NC(N)=NS(=O)(=O)c1ccc(N/C=C\C(=O)c2ccncc2)cc1,1.3,8,14,3,0.7,-2,8,28,-3
COCCCNC(=O)c1sc2ncn(CC(=O)Nc3ccc(C)c(Cl)c3)c(=O)c2c1C,0.2,-1,-62,6,0.4,-3,5,6,-9
COC(CNC(=O)c1ccc2c(c1)ncn2-c1ccc(F)cc1F)OC,-0.7,3,11,11,-0.1,-11,2,24,-3
Cc1ccccc1C(=O)Nc1cccc(C#N)c1,1.3,-6,-20,3,0.0,-2,5,1,-13
Clc1ccc(SCCOCCN2CCCCC2)cc1,1.0,15,-7,17,0.6,28[fluorescence artefact?],6,37,-37
CC(=O)c1ccc(NC(=O)CN2C(=O)/C(=C/C(C)=C/c3ccccc3)SC2=S)cc1,-0.7,-1,-12,26,0.5,2,8,13,22
Fc1ccc(-c2ccc(Nc3cccc(F)c3)nn2)cc1,1.6,0,-14,4,1.6,-4,7,15,16
N#C/C(=C\c1ccc(F)cc1)c1nc(-c2ccco2)cs1,0.3,7,61*,105*,0.5,-11,9,-20,-11
Cn1nc(-c2ccc(OCC(N)=O)cc2)c2ccccc2c1=O,0.3,4,7,19,0.5,2[fluorescence artefact?],5,2,17
Cc1c(-c2ccccc2)sc(N)c1C(=O)N1CCOCC1,-0.5,13,23,-7,-0.7,-3,11,2,12
O=C(O)c1ccc2c(c1)N(Cc1ccc(F)cc1)C(=O)c1ccccc1S2,-1.2,3,20,5,-1.1,-8,3,17,9
COC(=O)CN(n1cnnc1)S(=O)(=O)c1ccccc1,0.1,2,-15,-6,0.6,-12,6,28,-24
CCOC(=O)CSc1n[nH]c(NS(=O)(=O)c2ccccc2C(F)(F)F)n1,0.5,-1,3,9,0.6,0,9,22,11
CCC(=O)NC(c1cccc([N+](=O)[O-])c1)c1c(OC(C)=O)ccc2ccccc12 (configuration not stated),-0.7,0,21,-3,-0.7,-2,12,-11,-12
CCOC(=O)CNC(=O)N1CCCC(CCC(=O)NCc2ccc(F)c(F)c2)C1 (configuration not stated),1.0,3,11,5,0.3,-18,2,0,2
O=C(Nc1ccc(NC(=O)c2cccs2)cc1)c1ccco1,0.0,5,-18,-18,1.2,4,8,31,5
Cc1nn(Cc2ccc(Cl)cc2)c(Cl)c1/C=N/NC(=O)c1cccnc1,3.1,-2,-49,-12,0.8,-12,5,3,-20
O=C(Nc1ccc(Cl)c(-c2nc3ccccc3[nH]2)c1)c1ccc2c(c1)OCO2,-0.7,3,-58,64,-0.4,-4,9,16,-35
c1ccc2c(c1)ccc1nnc(SCc3ccc4c(c3)OCCO4)n12,0.0,9,-10,10,-0.7,4,9,-6,-18
CCCCNC(=O)c1nn2cc(Br)cnc2c1Br,-0.8,2,-34,8,-0.2,29,4,6,-9
Cc1ccc(/C=N/N=C2/NC(=O)C(CC(=O)Nc3ccccc3)S2)o1 (configuration not stated),0.8,-3,11,-2,1.2,-8,9,13,10
Cc1nn(-c2ccccc2)c(C)c1/C=N/N1CCN(c2ccccc2)CC1,0.4,4,38,59,-0.4,2,2,12,-18
CCN(C(=S)NC(=O)C1CCCC1)C1CCCCC1,-0.9,-2,9,-3,-0.3,1,3,-6,-3
Cc1cc(C)cc(-n2cc[nH]c2=S)c1,0.6,2,20,21,-0.2,-12[fluorescence artefact?],4,13,10
